Rab9 promoter act – activates the Rab9 promoter. Potency, µM (doses to about 9.22 µM), inactives show at the top dose activation, negative = inhibition, most hits filed as activators. Huh7 Rab9 promoter-luciferase reporter, luminescence, 24 h. 320,000 tested, 2.8% active. AID 485297; note: potency is the fitted concentration of half-maximal effect; % of control where 0% means no effect; nearly all actives have a fitted effect of over 60% in size
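Luminescence from Amplite-detected luciferase (10 minutes, ambient) reports Rab9 promoter activation. Before that, stable Rab9-luciferase Huh7 cells (1500/well, reduced-serum OP-MEM I plus 10% FBS) were exposed to compound for 24 hours at 37C.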
Giardia kill – kills Giardia lamblia; Giardia lamblia trophozoite viability; activity change, % at 7.66 µM, hits read low; 340,000 tested, 0.15% active; in the data active = activity change below about -80%; inconclusive = between about -30% and that limit;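 note: parasites exposed to compound for two days anaerobically before the ATP read; % is set by controls: 0 for no effect and ±100 for the full control effect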
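Trophozoite viability was measured as ATP-dependent luminescence, read 15-30 min after reagent addition. Before that, parasites at 100 cells/well were exposed to compounds for 48 h, anaerobically, at 37 deg C.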
ELG1 genotoxic – genotoxicity induction in ELG1-luciferase HEK293T cells. HEK293T ELG1-luciferase reporter, luminescence, 16 h. Potency, µM (highest dose often 46 µM), inactives show top-dose activity change, positive = activation, most hits filed as activators. 330,000 tested, 1.3% active; note: potency is the fitted concentration of half-maximal effect; % of control where 0% means no effect; nearly all actives have a fitted effect of over 60% in size
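Genotoxic stress is detected as increased luminescence from luciferase-tagged ELG1 in HEK293T cells, measured with ONE-Glo after a 16 hr treatment at 37 °C.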
NPC1 prom act – activators of NPC1 promoter; Huh7 NPC1 promoter luciferase reporter, 24 h; Potency, µM (top dose mostly 9.22 µM), without a hit: top-dose activation, most hits filed as activators; 320,000 tested, 2.4% active; AID 485313;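 note: potency is the fitted concentration of half-maximal effect; % of control where 0% means no effect; nearly all actives have a fitted effect of over 60% in size; reporter is driven by a mutant NPC1 promoter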
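Luminescence read-out of NPC1 promoter-driven luciferase in stably transfected Huh7 cells; compounds delivered in DMSO and left 24 h at 37C, 5% CO2, qHTS titration format.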
Gal4-VP16 FLuc – Gal4-VP16 reporter inhibition counter-screen; Drosophila S2 Gal4-VP16 UAS-luciferase, luminescence, 20 h; Potency, µM (doses to about 53.6 µM), for inactives: top-dose activity, negative = inhibition, usual class: inhibitors; 310,000 tested, 3.5% active; AID 2546;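 note: Gal4-VP16 expression switched on by copper sulfate through the metallothionein promoter; potency is the fitted concentration of half-maximal effect; % is set by controls: 0 for no effect and ±100 for the full control effect; nearly all actives have a fitted effect of over 50% in size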
Tb PFK inh – inhibitors of T. brucei phosphofructokinase. T. brucei PFK, ADP-Glo luminescence. Potency, µM (top dose mostly 57.5 µM), for inactives: at the top dose activity, negative = inhibition, actives largely listed as inhibitors. 330,000 tested, 0.17% active;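 note: potency is the fitted concentration of half-maximal effect; 0% = uninhibited 1x PFK enzyme wells and -100% = no-enzyme wells; nearly all actives have a fitted effect of over 60% in size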
Target sequence (O15648 whole entry, looked up): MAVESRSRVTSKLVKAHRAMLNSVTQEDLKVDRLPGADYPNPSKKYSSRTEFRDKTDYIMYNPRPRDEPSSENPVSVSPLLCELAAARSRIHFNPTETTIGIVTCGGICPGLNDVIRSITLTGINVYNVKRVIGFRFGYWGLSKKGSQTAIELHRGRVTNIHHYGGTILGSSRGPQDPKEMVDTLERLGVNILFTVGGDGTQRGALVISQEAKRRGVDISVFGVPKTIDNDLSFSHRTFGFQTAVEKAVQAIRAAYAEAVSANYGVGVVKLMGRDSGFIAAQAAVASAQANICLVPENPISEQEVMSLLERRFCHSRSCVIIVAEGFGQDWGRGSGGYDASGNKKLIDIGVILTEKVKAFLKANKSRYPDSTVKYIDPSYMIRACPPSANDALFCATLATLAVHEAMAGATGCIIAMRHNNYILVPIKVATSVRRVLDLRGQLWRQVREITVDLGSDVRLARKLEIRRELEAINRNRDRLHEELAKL
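Activity is normalized to no-enzyme wells (full inhibition) and 1.25 nM enzyme wells (no inhibition). Reaction: 0.5 mM F6P, 0.1 mM ATP, 45 min RT, ADP-Glo luminescence; concentration-response curves fitted and classed by quality.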
RORgamma inh – blocks mouse ROR gamma transcriptional activity; P51450; Drosophila S2 Gal4-RORgamma UAS-luciferase reporter, 20 h; Potency, µM (top dose mostly 53.6 µM), inactives show at the top dose activity change, negative = inhibition, most hits filed as inhibitors; 310,000 tested, 5.4% active; AID 2551; note: potency is the fitted concentration of half-maximal effect; % is set by controls: 0 for no effect and ±100 for the full control effect; nearly all actives have a fitted effect of over 60% in size
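In this cell-based reporter format, copper sulfate (700 uM final) drives Gal4–ROR gamma fusion expression from a metallothionein promoter in Drosophila Schneider cells; compounds preincubated 1 hr, reporter read after 20 hr at ambient temperature.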
FLuc counter – firefly luciferase modulation, counter-screen for miR-21 project; P08659; purified FLuc, Km substrates, luminescence inhibition; Potency, µM (doses to about 57.5 µM), for inactives: top-dose activity change, negative = inhibition, actives largely listed as inhibitors; 360,000 tested, 6.9% active;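 note: potency is the fitted concentration of half-maximal effect; plate controls were vehicle for no effect and reference inhibitor for full effect; nearly all actives have a fitted effect of over 55% in size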
Target sequence (P08659 whole entry, looked up): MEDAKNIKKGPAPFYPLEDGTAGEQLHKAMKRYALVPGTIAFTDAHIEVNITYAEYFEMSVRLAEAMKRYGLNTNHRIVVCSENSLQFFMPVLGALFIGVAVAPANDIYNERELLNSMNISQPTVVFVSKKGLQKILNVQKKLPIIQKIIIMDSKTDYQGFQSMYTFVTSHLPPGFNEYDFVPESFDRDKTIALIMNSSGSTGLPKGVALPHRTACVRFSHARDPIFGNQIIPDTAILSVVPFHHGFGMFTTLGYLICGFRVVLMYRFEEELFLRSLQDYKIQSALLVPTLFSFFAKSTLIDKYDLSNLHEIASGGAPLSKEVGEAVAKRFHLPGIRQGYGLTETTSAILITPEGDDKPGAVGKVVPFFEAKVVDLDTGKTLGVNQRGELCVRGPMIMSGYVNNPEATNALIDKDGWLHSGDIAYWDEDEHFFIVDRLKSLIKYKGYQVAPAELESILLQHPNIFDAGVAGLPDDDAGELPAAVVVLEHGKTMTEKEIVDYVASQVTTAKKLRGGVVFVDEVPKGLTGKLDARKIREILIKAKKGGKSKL
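Purified P. pyralis luciferase (10nM final) with 10uM D-luciferin and 10uM ATP (Km levels) in 50mM Tris acetate pH 7.5, 10mM Mg acetate, 0.01% Tween-20, 0.05% BSA; qHTS 6-point titration, ~60 µM downward; luminescence read.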
Coupling enz – counter-screen for Giardia aldolase inhibitors: coupling enzyme system; coupling enzyme system counterscreen, AmpLite Red fluorescence; 290,000 tested, 0.67% active; activity change, negative = inhibition, % at 58.2 µM, hits read low; AID 2472; in the data active = activity change below about -30%; note: % is set by controls: 0 for no effect and ±100 for the full control effect
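Final compound at 57.5 uM, incubated 10 min at RT with coupling enzyme reagent (glyceraldehyde-3-phosphate), then 20 min with substrate and AmpLite Red detection. Fluorescence read at 525/598 nm; tests interference with the coupling assay, not aldolase inhibition.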
uPA generation – inhibitors of cell surface uPA generation; cell surface uPA generation assay, qHTS; Potency, µM (doses to about 38.3 µM), for the others: at the top dose activity change, negative = inhibition, hits mostly inhibitors; 330,000 tested, 0.31% active; AID 540303; active = well fitted inhibition curve with a large enough effect; inconclusive = small, poorly fitted or top-dose-only effect; inactive = no such curve, though single readings can be large or run the other way; tested in mouse RAW 264.7 cells; note: potency is the fitted concentration of half-maximal effect; % is set by controls: 0 for no effect and ±100 for the full control effect; nearly all actives have a fitted effect of over 55% in size
KCNH2 3.1 inh – blocks the human KCNH2 3.1 channel isoform; U2OS KCNH2 3.1, thallium flux FluxOr; hits give low values; activity change, % (tested at about 1.8 µM); 340,000 tested, 0.95% active; AID 720553;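 active = maximum activity change below -70%; inconclusive = maximum activity change from -70% to -50%; inactive = maximum activity change above -50%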;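 note: thallium influx rate constant from kinetic fluorescence after stimulation buffer; % is set by controls: 0 for no effect and ±100 for the full control effect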
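FluxOr-based Tl+ influx in U2OS cells transduced with KCNH2 3.1 virus; rate constants normalized to DMSO controls.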
Numbers without * were called inactive; ? = inconclusive; nt = no result given; & = joins results of further samples; [ ] = another dose, or the depositor's remark. Unless noted, calls come from the whole dose curve; as a rule, active = well fitted curve in the direction sought with a large enough effect; inconclusive = small, poorly fitted or top-dose-only effect, or another doubt; inactive = no such curve, though single readings can be large; an effect the other way counts as inactive or inconclusive.

SMILES	Rab9 promoter act	Giardia kill	ELG1 genotoxic	NPC1 prom act	Gal4-VP16 FLuc	Tb PFK inh	RORgamma inh	FLuc counter	Coupling enz	uPA generation	KCNH2 3.1 inh
Cc1cc(C)cc(OCc2nnc(SCC(=O)OC(C)C)o2)c1	-5.4%	-29.4	-2.2%	4.1%	4.4%	-6.1%	-25.9%	-4.0%	-1.1	nt	2.3
Cc1cc(C)n(-c2ccc(NC(=O)C3CCN(Cc4ccccn4)CC3)cc2)n1	-3.5%	24.2	1.6%	-1.0%	-13.0%	-18.8%	-16.1%	-0.7%	-2.0	-2.8%	6.9
COc1cccc(C(=O)NN2c3ccccc3CCc3ccccc32)c1	4.0%	17.8	9.1%	-0.6%	?	2.6%	?	14.7%	1.5	5.4%	-22.6
N=c1ccn2c(n1)O[C@H]1[C@@H](CO)[C@H](O)O[C@H]12	-14.1%	2.7	-1.4%	0.2%	nt	-6.3%	nt	-1.8%	nt	-26.8%	14.7
Cc1ccc(C(=O)NC2CCC(C)CC2)s1 (stereo not given)	0.398µM*	-18.0	?	0.891µM*	nt	11.7%	nt	?	nt	-4.7%	22.1
CN1CCN(C(=O)Nc2ccc([N+](=O)[O-])cc2)CC1	-3.2%	32.8[activator]	2.7%	-1.3%	-4.9%	1.1%	12.4%	-12.6%	1.9	-4.2%	-9.8
Cc1cc(NS(=O)(=O)c2ccc(NC(=O)c3oc4ccccc4c3C)cc2)no1	-1.0%	-8.5	5.0%	4.1%	-9.6%	1.6%	13.2%	?	0.5	nt	9.7
COc1cc(OC)c(OC)cc1CNCCNC(=O)c1nonc1N	0.2%	-16.0	-0.3%	-1.6%	4.5%	0.6%	-9.7%	1.0%	-1.7	1.3%	-4.1
COc1cccc(-n2ccnc2SCC(=O)Nc2ccccc2)c1	-6.4%	-9.3	-1.9%	-1.9%	2.8%	-5.1%	-23.1%	-0.1%	-4.9	1.7%	-0.8
CCC1C(=O)NCCN1C(=O)c1cccc(OC2CCN(S(=O)(=O)N(C)C)CC2)c1 (stereo not given)	-1.9%	-4.8	2.8%	13.9%	-3.6%	0.2%	6.8%	-15.7%	nt	-4.1%	-13.5
CC(Oc1ccccc1)c1nnc(SCC(=O)NC2CC2)n1C (stereo not given)	12.2%	10.8	13.1%	5.1%	5.5%	-22.0%	-14.5%	-3.6%	nt	0.9%	0.1
Cn1c(=O)cc(Cl)[nH]c1=O	-1.5%	4.5	-1.1%	-0.1%	-7.7%	-3.3%	-12.4%	-6.2%	-0.9	0.7%	6.9
CCOC(=O)c1nn(-c2ccc(C)c(C)c2)cc1O	15.4%	-11.3	6.51µM*	?	-1.5%	1.2%	10.5%	4.26µM*	-2.9	-5.5%	5.6
Cc1ccc(NC(=O)c2ccc(Cl)c(NC(=O)c3cccs3)c2)cc1	8.6%	-14.4	3.3%	22.0%	?	-3.2%	33.5%	10.7µM*	nt	-5.1%	11.7
C/C(CC(=O)NCCN1CCOCC1)=N\NC(=O)c1ccncc1	0.9%	16.4	-1.8%	-2.5%	-6.1%	-2.8%	-20.0%	3.3%	3.6	1.6%	-0.1
COc1ccc(N2C(=O)CC(N(CCc3ccccc3)C(=O)/C=C/C(=O)O)C2=O)cc1 (stereo not given)	-2.9%	16.7	-0.3%	0.4%	0.2%	19.8%	5.4%	1.8%	3.7	1.5%	13.7
CCC1=C(OC(=O)N(CC)CC)N2C(=O)OC(=NCCc3c[nH]c4ccccc34)[C@]2(C)[C@H]2C1=CC[C@H]1C(=O)N(CC)C(=O)[C@H]12	-8.7%	19.9	1.6%	-0.9%	0.3%&2.9%	3.8%	44.7%&25.7%	-1.3%	-3.9&-3.9	-21.9%	nt
COC(=O)c1ccccc1NC(=O)CSc1nnc(C(CO)NC(=O)c2ccccc2Cl)n1C (stereo not given)	-3.2%	13.2	1.6%	-9.2%	1.7%	-1.7%	13.6%	-1.0%	-0.1	nt	-3.6
CC[C@H](C)/C=C(C)/C=C/C1=CC2=CC(=O)[C@]3(C)OC(=O)[C@@H](C(C)=O)[C@@H]3C2=CO1	-1.7%	0.4	-5.0%	1.3%	23.7%	-14.5%	4.6%	-18.6%	-7.5	-4.2%	0.4
CC1CC(C)CN(C(=O)COC(=O)Cc2c[nH]c3ccccc23)C1 (stereo not given)	-2.5%	-20.7	-1.3%	1.8%	nt	0.5%	nt	-2.4%	nt	-10.4%	0.9
Cc1ccccc1Cn1cnc2ccccc21	-9.4%	2.2	-6.1%	-9.1%	?	0.5%	?	3.6%	1.1	-6.3%	-1.6
COc1ccc(-n2nc(C(=O)NCC(=O)N3CCCC(C)C3)c3ccccc3c2=O)cc1Cl (stereo not given)	-0.9%	-8.3	-2.3%	-2.4%	3.1%	5.2%	5.3%	5.36µM*	2.1	-2.4%	0.7
CCC(=O)Nc1ncc2c(n1)CC(c1ccco1)CC2=O (stereo not given)	-5.1%	-7.0	0.2%	0.9%	1.9%	-3.8%	-26.2%	2.7%	-5.1	2.6%	4.3
CCCCS(=O)(=O)Nc1ccc(C)cn1	-0.5%	-10.3	2.6%	-0.5%	5.5%	-7.9%	14.4%	-18.9%	-50.8*	2.4%	-2.1
COc1ccc(/C=C/c2cc[n+](C(=O)Cc3ccccc3)cc2)cc1	-0.9%	4.7	-4.2%	-7.7%	-2.2%	-2.8%	44.5%	-2.3%	-1.1	-0.5%	-11.8
CS(=O)(=O)N(CC(=O)N1CCCCCC1)c1ccc(Cl)cc1	1.2%	10.2	1.5%	-1.6%	-0.5%	-0.4%	15.7%	-0.6%	0.3	3.0%	21.8
COc1ccc([C@@H](C)NC(=O)CCc2nnc(-c3cc(C)on3)o2)cc1	-1.2%	-10.5	nt	-2.4%	-15.6%	-6.1%	10.8%	0.4%	2.3	-6.8%	-18.7
CN(C)C(CNC(=O)c1ccc2c(c1)S(=O)(=O)c1ccccc1C2=O)c1ccco1 (stereo not given)	-11.8%	10.0	-2.2%	-4.1%	2.7%[10 µM]	-1.2%	10.6%	-0.1%	-1.7	8.3%	16.2
Cc1ccc(C(=O)Cn2nnc3ccccc32)cc1	1.58µM*	-25.3	?	1.41µM*	2.7%	-7.4%	-15.4%	5.36µM*	-0.8	-0.7%	12.5
COc1ccccc1CNC(=O)c1ccc(S(=O)(=O)N2CCCC2)cc1	1.2%	2.2	2.9%	1.0%	3.0%	11.8%	13.4%	4.5%	4.1	nt	-0.4
CN(Cc1ccc(F)cc1)C(=O)COc1ccccc1-c1ccccc1	-1.8%	-17.7	0.4%	-4.5%	-1.7%	1.3%	127.9%	-1.3%	-1.3	-0.5%	-9.8
COc1cc(NC(=O)C2=CC(c3cccs3)=NS(=O)(=O)N2C)cc(OC)c1OC	11.8%	1.6	-13.2%	-8.1%	3.3%	4.8%	51.1%	0.4%	0.1	1.8%	6.8
Cc1noc(NS(=O)(=O)c2ccc(NC(=O)c3cccc(S(=O)(=O)Nc4ccccc4F)c3)cc2)c1C	nt	-2.6	-2.0%	nt	nt	8.1%	nt	nt	nt	-1.7%	6.5
CCCOc1ccc(/C=N/NC(=O)C(=O)Nc2ccccn2)cc1	-0.8%	2.6	1.0%	-3.7%	-2.6%	0.0%	0.0%	-3.0%	3.2	-0.9%	-21.4
O=C(NC(=S)NC1C2CC3CC(C2)CC1C3)C12CC3CC(CC(C3)C1)C2 (stereo not given)	-0.8%	9.9	-4.3%	-5.8%	2.82µM*	-5.0%	1µM*	2.0%	0.5	3.8%	10.6
COc1cc(SC)ccc1C(=O)Nc1ccon1	2.82µM*	0.0	?	?	9.8%	-19.8%	57.4%	13.5µM*	0.0	-2.7%	-5.8
O=C(N/N=C/C=C/c1ccco1)c1cccnc1	-3.1%	9.5	4.7%	1.3%	12.5%	-5.9%	-6.7%	-0.5%	-18.2	2.2%	-20.1
CCOC(=O)c1oc2ccccc2c1NC(=O)c1cccc(OC)c1OC	-9.6%	-12.2	-9.4%	-3.0%	3.0%	9.5%	-15.7%	-24.1%	-0.8	?	-10.6
Cc1c2c(nc3c(C(=O)NC4CCCC4)cnn13)CCCC2	-8.4%	7.3	1.5%	-1.5%	-8.3%	0.6%	-3.8%	3.4%	nt	nt	-6.1
CCCNc1nc(OC(C(F)(F)F)C(F)(F)F)nc(OC(C(F)(F)F)C(F)(F)F)n1	-5.1%	0.2	-5.6%	-1.2%	6.9%	-1.1%	11.5%	5.0%	-8.1	8.2%	-5.1
O=c1[nH]c(CN2CCOCC2)nc2ccccc12	-3.5%	-20.8	1.7%	-3.6%	-2.3%	-1.8%	-0.2%	-1.2%	3.2	2.1%	13.5
Cc1cccc(CN2CCN(C(=O)CN(C)C(C)C(=O)Nc3ccc(C(N)=O)cc3)CC2)c1 (stereo not given)	0.5%	13.4	2.3%	-0.7%	nt	0.0%	nt	4.9%	nt	12.4%	-6.0

Bioassay records as filed in PubChem BioAssay.
